HT1080-NT tox: kills 2HG-producing HT-1080-NT fibrosarcoma cells | hit rate 1.6% among 360,000 | Potency, µM (top dose mostly 46.1 µM), for inactives: top-dose activity, negative = less viability, actives largely listed as cytotoxic | HT-1080-NT fibrosarcoma viability, CellTiter-Glo ATP luminescence, 48 h | AID 686970;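 also: NT is the 2HG producing partner of a matched IDH1 knockdown line; potency is read from the fitted curve at half-maximal effect; 0% = DMSO-treated cells and -100% = media-only wells without cells; nearly all actives have a fitted effect of over 55% in size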
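HT-1080-NT; 750 cells/well; 5% FBS RPMI; 48 h compound, 37 degrees C; CellTiter-Glo luminescence; curve fitting and curve-class assignment.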
MCF10A rereplic: induces DNA re-replication in MCF 10a normal breast cells; MCF 10A DNA re-replication, Hoechst nuclear intensity, 48 h; Potency, µM (top dose mostly 46.1 µM), for inactives: at the top dose activity, positive = re-replication, most hits filed as activators; hit rate 2.9% among 350,000; AID 624296; also: potency is read from the fitted curve at half-maximal effect; % of control where 0% means no effect; nearly all actives have a fitted effect of over 50% in size
ATXN2 expr inh: reduces ATXN2 reporter expression in HEK-293 cells; HEK-293 ATXN2-luciferase reporter, luminescence, 24 h; Potency, µM (highest dose often 57 µM), for inactives: at the highest dose activity change, negative = inhibition, hits mostly inhibitors; hit rate 0.72% among 360,000; AID 1745845; also: potency is read from the fitted curve at half-maximal effect; % is scaled to controls: 0 for no effect and ±100 for the full control effect; nearly all actives have a fitted effect of over 55% in size
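qHTS (up to 57 uM final) was run with 24 h compound exposure of reporter cells at 37 °C. Each well was multiplexed: SteadyGlo luminescence measured ATXN2-luciferase expression after a fluorogenic Gly-Phe-AFC viability readout (25 uM final).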
KB-V1 MDR tox: KB-V1 MDR subline cytotoxicity | KB-V1 MDR cells viability, CellTiter-Glo, 72 h | Potency, µM (titrated, usually from 46.1 µM), without a hit: at the top dose activity change, negative = cytotoxicity, actives largely listed as cytotoxic | hit rate 3.4% among 400,000; also: potency is read from the fitted curve at half-maximal effect; % is scaled to controls: 0 for no effect and ±100 for the full control effect; nearly all actives have a fitted effect of over 60% in size
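KB-V1 cells (P-gp-expressing MDR subline of KB-3-1) in phenol-red-free DMEM with 10% FBS were exposed to library compounds over a concentration series for 72 h at 37 degrees C. Viability read by CellTiter-Glo luminescence; concentration-effect curves fitted after normalization.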
KB-3-1 tox: kills parental KB-3-1 adenocarcinoma cells; KB-3-1 viability, CellTiter-Glo ATP luminescence, 72 h; Potency, µM (titrated, usually from 46.1 µM), for inactives: top-dose activity change, negative = cytotoxic, actives largely listed as cytotoxic; AID 1347075; hit rate 1.4% among 400,000; also: potency is read from the fitted curve at half-maximal effect; % is scaled to controls: 0 for no effect and ±100 for the full control effect; nearly all actives have a fitted effect of over 60% in size
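Cells are dispensed, compounds pinned in, plates held at 37 °C for 72 h, then CellTiter-Glo is added and luminescence read after 10 minutes. Cell line: parental KB-3-1 in phenol-red-free DMEM, 10% FBS.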
S2 tox: cell viability loss in ATXN counter-screen. S2 cells (HEK-293 line with an ATXN2-luciferase reporter) viability, CellTiter-Fluor protease fluorescence, 24 h. Potency, µM (titrated, usually from 56.7 µM), usual class: cytotoxic. hit rate 0.49% among 400,000. AID 651635; also: potency is read from the fitted curve at half-maximal effect; nearly all actives have a fitted effect of over 40% in size
HT1080 IDH1KD tx: kills HT-1080 cells with IDH1 knockdown; HT-1080 IDH1 knockdown viability, ATP luminescence, 48 h; Potency, µM (highest dose often 46.1 µM), inactives show top-dose activity, negative = toxicity, hits mostly cytotoxic; hit rate 2% among 360,000; AID 686971;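 also: potency is read from the fitted curve at half-maximal effect; 0% = DMSO wells and -100% = cell-free medium wells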
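After a 2 h attachment period, IDH1KD HT-1080 cells took pin-transferred compound for 48 h at 37 °C; ATP-based luminescence after 10 min room-temperature reagent incubation reported viability.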
IL1B secr inh: inhibitors of inflammasome signaling (IL-1 beta secretion). THP-1 LPS/ATP IL-1B secretion, AlphaLISA, 16 h; hits give low values. activity change, % at 57.5 µM. hit rate 4.7% among 360,000; in the data active = activity change below about -50%; inconclusive = mostly about -30% to -49%; also: % is scaled to controls: 0 for no effect and ±100 for the full control effect
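Secreted IL-1B measured by AlphaLISA bead assay after 16 h compound exposure of THP-1 cells; compounds (final up to 57.5 uM) added 1 h before LPS (250 ng/mL) and ATP (1.25 mM) stimulation; lower signal means less secretion.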
SW480 rerep: DNA re-replication induction in SW480 cells; SW480 DNA re-replication, Hoechst DNA content imaging, 48 h; Potency, µM (top dose mostly 46.1 µM), for the others: at the highest dose re-replication activation, hits mostly activators; hit rate 1.8% among 340,000; also: potency is read from the fitted curve at half-maximal effect; % of control where 0% means no effect; nearly all actives have a fitted effect of over 55% in size
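Quantitative HTS format with DMSO vehicle controls; 48 hr drug incubation at 37 C, then 40 min Hoechst staining and scanning imager measurement at 405 nm excitation.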
Active calls of the source: *; i = inactive; u = inconclusive; x = not tested or not shown; [ ] = another dose, or the depositor's remark. Unless noted, calls follow the shape of the dose curve; as a rule, active = well fitted curve in the direction sought with a large enough effect; inconclusive = small, poorly fitted or top-dose-only effect, or another doubt; inactive = no such curve, though single readings can be large; an effect the other way counts as inactive or inconclusive. Compounds as they come; about 11% have a hit in one of these screens.

1) Oc1cc2ccccc2nc1-c1ccccc1Cl
2) Cc1c(Cl)cccc1NC(=O)CSc1ncc(S(=O)(=O)c2ccc(C(C)C)cc2)c(=O)[nH]1
3) CN(c1ccccc1)S(=O)(=O)c1cccc(C(=O)OCC(=O)NCCCN2CCCC2=O)c1
4) COc1cc(C(C)=O)ccc1OCC(=O)N1CCCC1c1ccc2c(c1)OCCCO2 (stereo not given)
5) CCOC(=O)c1ccccc1NC(=O)Nc1ccc(OC)c(OC)c1
6) Cn1cccc1CC(=O)N/N=C/c1cccc2ccccc12

| entry no. | 1 | 2 | 3 | 4 | 5 | 6 |
| --- | --- | --- | --- | --- | --- | --- |
| IL1B secr inh | -12.6 | x | 14.4 | 2.3 | -67.4* | u |
| KB-3-1 tox | -4.4% | 14.2% | 16.9% | 0.2% | -13.9% | 0.0% |
| MCF10A rereplic | -1.4% | x | 0.2% | x | 0.4% | 0.2% |
| S2 tox | i | i | i | u | i | i |
| SW480 rerep | 1.6% | x | -6.5% | x | 7.1% | -6.4% |
| HT1080 IDH1KD tx | 10.4% | x | 9.2% | 6.7% | -29.6% | -2.9% |
| HT1080-NT tox | 20.4% | x | 0.0% | 14.7% | -10.2% | -3.7% |
| KB-V1 MDR tox | 27.5% | -6.5% | -13.6% | -4.9% | 2.0% | 0.0% |
| ATXN2 expr inh | 7.2% | -3.7% | -8.7% | x | -2.4% | -1.6% |

Single entries from above.
For ATXN2 expr inh, `CN(c1ccccc1)S(=O)(=O)c1cccc(C(=O)OCC(=O)NCCCN2CCCC2=O)c1` has the entry -8.7%
For ATXN2 expr inh, `Cc1c(Cl)cccc1NC(=O)CSc1ncc(S(=O)(=O)c2ccc(C(C)C)cc2)c(=O)[nH]1` has the entry -3.7%
For IL1B secr inh, `COc1cc(C(C)=O)ccc1OCC(=O)N1CCCC1c1ccc2c(c1)OCCCO2` (stereo not given) has the entry 2.3

Following part
7) COc1ncnc2c1ncn2CCCN(C)Cc1ccco1
8) Cc1ccc(C(C)C)cc1S(=O)(=O)Nc1ccncc1
9) O=C(Nc1ccc(F)c(F)c1)NC1CCCCC1
10) O=C(CNc1cc(S(=O)(=O)N2CCOCC2)ccc1NCC1CCCO1)Nc1ccccc1F (stereo not given)
11) O=C(CCc1ccccc1)NCc1ccncc1
12) Cc1ccccc1NC(=S)NCCC(c1ccccc1)c1ccccc1

| entry no. | 7 | 8 | 9 | 10 | 11 | 12 |
| --- | --- | --- | --- | --- | --- | --- |
| IL1B secr inh | -16.6 | -6.8 | u | 0.0 | 4.2 | -61.5* |
| KB-3-1 tox | 0.5% | -0.8% | -12.2% | 1.8% | 16.7% | -23.5% |
| MCF10A rereplic | x | -5.2% | 0.7% | 1.8% | 3.8% | u |
| S2 tox | i | i | i | i | i | i |
| SW480 rerep | x | -20.2% | -7.8% | -3.7% | -12.0% | 4.0% |
| HT1080 IDH1KD tx | -1.8% | -2.1% | 4.9% | 9.1% | -1.8% | u |
| HT1080-NT tox | -4.5% | 11.7% | 5.7% | 7.7% | -6.4% | -18.5% |
| KB-V1 MDR tox | 4.3% | 7.0% | u | -7.7% | u | u |
| ATXN2 expr inh | -5.5% | x | 38.6% | -2.1% | 2.8% | u |

Exported with values under each structure: entries from further up.
The line under a structure holds: IL1B secr inh	KB-3-1 tox	MCF10A rereplic	S2 tox	SW480 rerep	HT1080 IDH1KD tx	HT1080-NT tox	KB-V1 MDR tox	ATXN2 expr inh
10	O=C(CNc1cc(S(=O)(=O)N2CCOCC2)ccc1NCC1CCCO1)Nc1ccccc1F (stereo not given)
→ 0.0	1.8%	1.8%	i	-3.7%	9.1%	7.7%	-7.7%	-2.1%
11	O=C(CCc1ccccc1)NCc1ccncc1
→ 4.2	16.7%	3.8%	i	-12.0%	-1.8%	-6.4%	u	2.8%

Grouped by structure, the compounds so far with sulfur
2) Cc1c(Cl)cccc1NC(=O)CSc1ncc(S(=O)(=O)c2ccc(C(C)C)cc2)c(=O)[nH]1
3) CN(c1ccccc1)S(=O)(=O)c1cccc(C(=O)OCC(=O)NCCCN2CCCC2=O)c1
8) Cc1ccc(C(C)C)cc1S(=O)(=O)Nc1ccncc1
10) O=C(CNc1cc(S(=O)(=O)N2CCOCC2)ccc1NCC1CCCO1)Nc1ccccc1F (stereo not given)
12) Cc1ccccc1NC(=S)NCCC(c1ccccc1)c1ccccc1

| entry no. | 2 | 3 | 8 | 10 | 12 |
| --- | --- | --- | --- | --- | --- |
| IL1B secr inh | x | 14.4 | -6.8 | 0.0 | -61.5* |
| KB-3-1 tox | 14.2% | 16.9% | -0.8% | 1.8% | -23.5% |
| MCF10A rereplic | x | 0.2% | -5.2% | 1.8% | u |
| S2 tox | i | i | i | i | i |
| SW480 rerep | x | -6.5% | -20.2% | -3.7% | 4.0% |
| HT1080 IDH1KD tx | x | 9.2% | -2.1% | 9.1% | u |
| HT1080-NT tox | x | 0.0% | 11.7% | 7.7% | -18.5% |
| KB-V1 MDR tox | -6.5% | -13.6% | 7.0% | -7.7% | u |
| ATXN2 expr inh | -3.7% | -8.7% | x | -2.1% | u |

Continued:
13) COc1ccc(CCN(Cc2cccs2)S(=O)(=O)c2ccc(S(=O)(=O)N3CCCCCC3)cc2)cc1OC
14) COc1ccc(OC)c(-c2nnc(-c3ccc(C)o3)o2)c1
15) Cc1ccc(SCC(=O)Nc2ccc3c(c2)OCCO3)cc1
16) C/C(=N\NC(=S)NCCc1ccccc1)c1ccc(C)cc1
17) CC(CCc1ccccc1)NC(=O)C1CCCN(c2nnc(-n3cccc3)s2)C1 (stereo not given)
18) COc1ccc(CNC(=O)CN(Cc2ccco2)C(=O)CNS(=O)(=O)c2ccc(F)cc2)cc1

| entry no. | 13 | 14 | 15 | 16 | 17 | 18 |
| --- | --- | --- | --- | --- | --- | --- |
| IL1B secr inh | 5.6 | 1.5 | 0.0 | -5.5 | -27.5 | 3.9 |
| KB-3-1 tox | -26.5% | 8.3% | 18.9% | 1.7% | 1.1% | -13.2% |
| MCF10A rereplic | 1.4% | -180.0%[0.0737 µM] | 1.7% | 16.5% | 22.3% | -17.7% |
| S2 tox | i | i | i | i | i | i |
| SW480 rerep | -21.4% | -0.6% | -3.6% | 4.5% | 2.0% | -9.4% |
| HT1080 IDH1KD tx | 17.6% | -1.5% | 20.6% | -3.2% | -15.8% | -8.5% |
| HT1080-NT tox | 0.5% | -2.5% | 5.9% | -7.1% | -0.2% | -17.2% |
| KB-V1 MDR tox | u | -3.4% | -14.8% | -7.2% | 0.0% | 14.9% |
| ATXN2 expr inh | -4.4% | 48.5%[activator] | 29.8% | -15.8% | 1.9% | 14.4% |

19) CN(C(=O)c1cc(S(=O)(=O)N2CCCCC2)c[nH]1)C1CCCCC1
20) Cc1cccc(CCNS(=O)(=O)c2ccc(S(=O)(=O)NC3CCCC3)cc2)c1
21) Cc1noc(C)c1C1(O)CCCCCCCCCCC1
22) O=C(c1cccc(C(F)(F)F)c1)N1CCc2c([nH]c3ccccc23)C1C(F)(F)F (stereo not given)
23) COc1ccc(C(=O)Oc2ccc3c(C)cc(=O)oc3c2C(C)=O)cc1

| entry no. | 19 | 20 | 21 | 22 | 23 |
| --- | --- | --- | --- | --- | --- |
| IL1B secr inh | 2.0 | -1.6 | 55.9 | -83.1* | 5.4 |
| KB-3-1 tox | -6.5% | u | 1.0% | 1.7% | 4.4% |
| MCF10A rereplic | -5.4% | -0.3% | 16.9% | u | -4.1% |
| S2 tox | i | u | i | u | i |
| SW480 rerep | -12.2% | 22.6% | -2.9% | u | -6.0% |
| HT1080 IDH1KD tx | -9.4% | -26.9% | -13.1% | u | 17.2% |
| HT1080-NT tox | -1.1% | -8.6% | -9.7% | u | 5.1% |
| KB-V1 MDR tox | 4.0% | u | u | -3.4% | 25.6% |
| ATXN2 expr inh | -18.1% | -24.0% | -10.0% | 0.0% | -11.4% |

Screens as filed in PubChem.
